# ARNT TACC3 PPI: disruptors of ARNT/TACC3 protein interaction, primary screen, biochemical, AlphaScreen, single concentration; inhibition, % at 9.99 µM; AlphaScreen His-ARNT PAS-B/GST-TACC3 binding, luminescence; TACC3 fragment carries E629A point mutation; AID 623870, 2012; 390,000 compounds, 0.66% hits; Transforming acidic coiled-coil-containing protein 3 (Homo sapiens), Q9Y6A5;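 active = mean inhibition of replicates at least 50% and at least half of replicates each reaching 50%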;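 also: 0% = complete ARNT plus TACC3 wells and 100% = ARNT alone without TACC3; many hits fall short of the cut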
# Statin myotox sup: suppressors of statin myotoxicity in C2C12 myotubes, primary screen, cell-based, single point, plate reader; C2C12 myotubes + simvastatin, ATP luminescence, 48 h; scaled: DMSO 0, geranylgeraniol control 100; rescue of ATP level, % at 7.49 µM; 330,000 compounds, 0.78% hits; AID 602340, 2012;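 active = mean ATP rescue above about 67%, or every replicate alone reaching that limit, limit read from the data, passing the limit was not always enough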;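 also: myotubes were challenged with 10 µM simvastatin during compound exposure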
# esBAF inh: Bmi1 luciferase reporter increase in mESCs, primary screen, esBAF inhibitor project, mouse ES cells, Bmi1 luciferase knock-in, single point. 24 h; 100% = twice the neutral-well signal. reporter increase, % at 12.5 µM. 350,000 compounds, 2% hits. AID 602393, 2012; in the data active = activation above about 40%;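 also: 0% = median of the plate's neutral control wells and 100% = double that signal; a rise in the Bmi1 reporter signal indicates esBAF inhibition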
# miR122 inh: miR-122 Renilla sensor signal increase in Huh7, primary screen, miR-122 inhibitor project, cell-based, single point, plate reader; 340,000 compounds, 0.3% hits; activation (reporter increase), % at 12.5 µM; AID 602342, 2012; Huh7 miR-122 Renilla luciferase sensor, 48 h; neutral wells = 0, positive control = 100;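 active = mean replicate activation score at least 90 and every replicate individually at or above 90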;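 also: higher luciferase means less miR-122 activity so hits act as miR-122 inhibitors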
# Cneo AK release: Cryptococcus neoformans cell lysis inducers, primary screen, AK release luminescence, single concentration | C. neoformans lysis, adenylate kinase release luminescence, 4 h; normalised: neutral wells 0, clomiphene wells 100 | lysis activity, % at 15 µM | 360,000 compounds, 0.2% hits | AID 651654, 2012;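 active = mean lysis activity across replicates of at least 80%, whatever share of replicates individually reach that level; inactive = mean lysis activity below 80%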
#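 Schedule: static 4 h at 37 °C with compound, 1 h detection; system: C. neoformans cells; benchmarks: Clomiphene as positive control; buffer or medium: fresh YPD medium; measure: luminescence rise reflecting yeast cell lysis; measured by: luminescent adenylate kinase detection reagent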
# SIRT5 inh: SIRT5 desuccinylase inhibitors, primary screen, biochemical, fluorescence imaging, single point, set 5 | NAD-dependent protein deacylase sirtuin-5, mitochondrial (Homo sapiens), Q9NXA8 | Purified SirT5, succinyl-peptide AMC, trypsin-coupled fluorescence | inhibition, % at 15 µM | 330,000 compounds, 1.1% hits | AID 652115, 2013; in the data active = inhibition above about 15%
# Target sequence (Q9NXA8 whole entry, looked up): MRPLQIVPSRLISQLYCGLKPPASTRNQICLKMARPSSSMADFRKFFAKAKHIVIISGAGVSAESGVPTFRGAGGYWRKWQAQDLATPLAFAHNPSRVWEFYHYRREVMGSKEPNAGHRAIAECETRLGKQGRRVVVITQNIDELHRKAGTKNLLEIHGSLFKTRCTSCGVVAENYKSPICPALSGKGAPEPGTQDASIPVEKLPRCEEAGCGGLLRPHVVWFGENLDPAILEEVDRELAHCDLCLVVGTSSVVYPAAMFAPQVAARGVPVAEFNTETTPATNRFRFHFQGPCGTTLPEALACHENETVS
# ERp5 inh: inhibitors of ERp5-driven insulin aggregation, primary screen, biochemical, turbidity, absorbance 650 nm, single point; 350,000 compounds, 0.05% hits; inhibition, % at 9.99 µM; AID 651711, 2012; 90 min; Protein disulfide-isomerase A6 (Homo sapiens), Q15084;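 active = mean replicate inhibition above about 25%, with every replicate also reaching it, limit read from the data, passing the limit was not always enough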
# Target sequence (Q15084 whole entry, looked up): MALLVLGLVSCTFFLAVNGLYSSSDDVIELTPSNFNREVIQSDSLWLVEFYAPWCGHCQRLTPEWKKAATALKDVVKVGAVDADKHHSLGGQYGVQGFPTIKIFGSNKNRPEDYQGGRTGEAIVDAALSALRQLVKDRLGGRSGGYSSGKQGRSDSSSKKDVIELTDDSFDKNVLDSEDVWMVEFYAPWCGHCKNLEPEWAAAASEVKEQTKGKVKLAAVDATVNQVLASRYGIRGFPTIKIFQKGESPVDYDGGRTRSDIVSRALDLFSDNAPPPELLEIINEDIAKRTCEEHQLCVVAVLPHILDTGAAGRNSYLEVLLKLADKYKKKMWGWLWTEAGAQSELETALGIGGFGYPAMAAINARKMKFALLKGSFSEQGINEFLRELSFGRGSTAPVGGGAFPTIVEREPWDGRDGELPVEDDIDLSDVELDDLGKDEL
# The depositor's hits bear a star; . = no result given; [ ] = dose if it differs, or a comment.
compound,ARNT TACC3 PPI,Statin myotox sup,esBAF inh,miR122 inh,Cneo AK release,SIRT5 inh,ERp5 inh
COc1cccc(CSc2nc3sc(C)c(C)c3c(=O)n2Cc2ccco2)c1,6.0,9.0,0.7,-11.2,-2.1,.,.
C[C@H](CO)N1C[C@H](C)[C@@H](CN(C)CC2CC2)Oc2ccc(NC(=O)Cc3ccccc3)cc2CC1=O,-2.1,20.4,4.4,3.1[16.7 µM],-0.3,-3.1,-1.7
Cc1noc(C)c1S(=O)(=O)Nc1ccc2c(c1)C(=O)N([C@H](C)CO)C[C@@H](C)[C@H](CN(C)C(=O)Nc1ccc(F)cc1)OCCCC[C@H](C)O2,7.4,.,4.5,-2.9[16.7 µM],0.2,3.6,2.5
CCc1ccc(CN(C)C(=O)c2cc(COc3ccc(OC)cc3Cl)on2)nc1,.,7.7,45.8*,.,-1.5,2.3,-9.6
O=C(CSc1ncnc2sccc12)Nc1ccccc1,-6.1,.,.,-3.6,.,-4.4,-7.5
Cc1ccc(CNC(=O)COC(=O)Cc2ccc(-c3ccccc3)cc2)cc1,-2.8,.,.,-4.5,8.2,.,.
CN(C)S(=O)(=O)Oc1ccc(Cl)cc1C(=O)Nc1cccc(C(F)(F)F)c1,-4.9,-5.4,-16.0,4.0,0.6,.,.
CO[C@@H](CN(C)Cc1cc(F)ccc1F)[C@@H](C)CN([C@@H](C)CO)S(=O)(=O)c1ccc(F)cc1,10.4,1.4,-1.2,.,0.0,-4.5,-0.5
CC1CCN(CC(=O)Nc2sc3c(c2C#N)CCC3)CC1,5.2,1.2,-6.8,3.7,2.1,.,.
O=C(O)CCCC(=O)N1N=C(c2ccccc2)CC1c1cccs1 (configuration not stated),-4.8,2.6,3.5,-1.9,-1.0,11.1,1.9
Cc1ccc(NC(=O)CCNS(=O)(=O)c2ccc3[nH]c(=O)oc3c2)cc1C,8.4,12.4,-0.1,1.5,1.0,-2.3,-0.1
COc1ccc(CN(C)C[C@H]2Oc3ccc(NS(=O)(=O)c4cn(C)cn4)cc3C(=O)N([C@H](C)CO)C[C@@H]2C)cc1,6.7,-2.3,-0.6,-0.9[16.7 µM],-0.5,4.5,-0.7

# Going on with the list.
compound,ARNT TACC3 PPI,Statin myotox sup,esBAF inh,miR122 inh,Cneo AK release,SIRT5 inh,ERp5 inh
O=S(=O)(c1ccc(Cl)cc1)n1ccc(-c2cccc(OCc3c(F)cccc3Cl)c2)n1,9.6,-3.0,-7.6,-5.2,-2.3,.,.
OCC[C@@H]1C[C@@H](O)[C@H](O)[C@]2(OCCCc3ccccc32)O1,-1.9,-1.7,-6.4,-3.1,-1.1,.,-5.0
COc1ccc([C@@H]2C(C#N)=C(N)S[C@@H](c3ccccc3)[C@@H]2[N+](=O)[O-])cc1,-1.3,.,.,-2.9,0.7,.,.
Cn1cnc(S(=O)(=O)N2CCCCN3[C@H](CO)[C@@H](c4ccc(-c5ccccc5)cc4)[C@@H]3C2)c1,2.0,.,.,5.0[16.7 µM],1.3,1.5,-0.6
CC(=O)N1[C@H](CO)[C@@H](c2ccccc2)[C@H]1CN(C(=O)c1ccccc1)C(C)C,-7.1,-0.9,-1.6,-29.8[16.7 µM],-2.3,.,.
CC1(C)CC(=O)C=C(Nc2ccc(O)c(C(=O)O)c2)C1,.,-7.3,-0.9,.,0.8,6.5,-0.5
Cc1ccc(NC(=S)N(CCN2CCOCC2)Cc2cc3cc4c(cc3[nH]c2=O)OCO4)cc1,-1.1,.,.,.,.,-4.1,-5.8
CC(C)C#Cc1ccc([C@@H]2[C@H](CO)N3CCCCN(C(=O)NC(C)C)C[C@@H]23)cc1,0.1,.,.,-27.2[16.7 µM],-1.2,0.3,1.7
CN1CCN(C(=O)[C@@H]2[C@@H](CO)[C@@H]3Cn4c(ccc(-c5cncnc5)c4=O)[C@@H]3N2CC2CCCC2)CC1,1.8,-3.1,-5.4,-6.3[16.7 µM],-4.7,13.6,-2.2
O=c1cc(CSc2ccccn2)c2ccccc2[nH]1,-17.1,-3.0,12.2,6.2,-0.9,.,.
COC(=O)C(C)NC(=O)COc1ccc2ccccc2c1 (configuration not stated),-7.0,.,.,.,.,-0.8,-2.0
Cc1ccc(CNc2nc(C)c(C(=O)N(C)C)s2)cc1,-0.2,-4.2,25.9,0.9,0.8,0.3,1.6

# Next structures
compound,ARNT TACC3 PPI,Statin myotox sup,esBAF inh,miR122 inh,Cneo AK release,SIRT5 inh,ERp5 inh
CS(=O)(=O)N1CCCCN2[C@H](C1)[C@@H](c1ccc(C#Cc3ccccn3)cc1)[C@@H]2CO,20.5,.,.,-10.0[16.7 µM],-1.7,2.5,2.0
COCCCNC(=S)N1CCN(c2nc3ccccc3s2)CC1,-3.7,.,.,.,.,-0.3,-3.5
O=C(NCCC1CCCCN1S(=O)(=O)c1ccccc1)C(=O)Nc1ccc(F)cc1F (configuration not stated),-6.3,6.1,6.0,.,3.6,-4.7,-18.7
C[C@H](NC(=O)c1ccccc1Cl)C(=O)OCC(=O)N1CC2(C)CC1CC(C)(C)C2 (some centres not stated),1.2,5.1,3.2,2.6,.,-2.1,2.4
O=C(Cc1ccccc1F)NCC(c1ccco1)N1CCCCC1 (configuration not stated),-2.4,.,.,.,.,2.6,6.7
CCOc1c2ccc(C(=O)NCc3ccc4c(c3)OCO4)cc2nn1CC,-1.7,-18.0,4.5,.,-4.5,-12.1,4.0
Cc1cccc(C)c1NC(=O)COC(=O)c1cc(=O)c2ccccc2o1,-5.5,.,.,23.8,-3.0,-6.9,6.6
N#C[C@H]1N[C@H](CO)[C@H]1c1ccc(C#CC2CCCC2)cc1,0.8,1.9,2.0,.,6.3,1.9,1.0
CO[C@H]1CN(C)C(=O)c2cc(NC(=O)c3cc(C)on3)ccc2OC[C@@H](C)N(C(C)=O)C[C@@H]1C,-6.0,3.6,-7.8,1.0[16.7 µM],4.0,-2.9,-6.9
Cn1ccc2c(-c3ccc(C(C)(C)C)cc3)cc3c(c21)C1CCC3C1 (configuration not stated),.,-19.4,1.6,2.1,-1.1,.,1.9
O=C(CN1C(=O)NC2(CCCC2)C1=O)Nc1cc(Cl)ccc1Oc1ccccc1,1.9,6.2,-7.2,-6.6,-0.1,-1.1,-1.6
COc1cccc(-c2ccc3c(c2)[C@@H]2[C@@H](CCN2C(=O)c2ccccn2)[C@@H](CO)N3C)c1,.,51.1,15.0,2.7[16.7 µM],-1.3,.,.

# Following part.
compound,ARNT TACC3 PPI,Statin myotox sup,esBAF inh,miR122 inh,Cneo AK release,SIRT5 inh,ERp5 inh
CC(=O)N(C)C[C@H]1Oc2cc(C3=CCCC3)ccc2S(=O)(=O)N([C@@H](C)CO)C[C@@H]1C,-3.1,-4.1,4.0,-1.4[16.7 µM],19.6,-6.4,0.9
COCCCN1C(=O)C(CC(=O)NC(c2ccccc2)c2ccccc2)CC(C(=O)N2CCOCC2)=C1C (configuration not stated),.,-1.5,-3.2,3.2,3.7,29.4*,6.9
CN(C)C(CNC(=S)Nc1ccc(Cl)cc1)c1cccnc1 (configuration not stated),8.7,.,.,.,.,-3.7,6.7
Cc1c(NC(=O)c2ccc(N(C)S(C)(=O)=O)cc2)c(=O)n(-c2ccccc2)n1C,7.2,4.5,-3.5,-8.5,1.5,3.8,5.7
C/C(CC(=O)Nc1cc(C)ccn1)=N\NC(=O)C(=O)Nc1cccc(C)c1,1.7,.,.,.,.,0.2,13.5
COc1cc(NC(=S)N2CCN(S(=O)(=O)c3ccc(C)cc3)CC2)cc(OC)c1,2.5,-8.0,4.5,.,-4.3,2.8,-8.0
CCOC(=O)C1CCN(C(=O)C2CCCN(c3ncnc4c3nc3n4CCCCC3)C2)CC1 (configuration not stated),-11.4,-3.6,-4.5,-1.9,0.5,0.6,-6.1
O=C(/C(=N\Nc1ccccc1)Sc1nnnn1-c1ccccc1)c1ccccc1,5.1,-15.7,1.3,0.4,1.9,.,.
CCN(CC)c1nc(C#N)cc(-c2ccc(OC)cc2)n1,-35.7,109.0*,4.4,12.7,0.5,.,.
COc1ccc(NC(=O)Nc2ccc3c(c2)C(=O)N([C@H](C)CO)C[C@H](C)[C@@H](CN(C)S(=O)(=O)c2c(C)noc2C)OCCCC[C@@H](C)O3)cc1,2.6,.,-3.1,-8.2[16.7 µM],-0.2,.,.
O=C(NCc1ccc(S(=O)(=O)Nc2ccccc2Cl)s1)c1ccccc1,0.1,.,.,8.7,0.3,-1.3,1.0
O=S(=O)(c1ccc(S(=O)(=O)N2CCOCC2)cc1)N1CCCC1,-2.8,1.6,-10.7,-4.7,.,6.0,2.4

# Additional compounds.
compound,ARNT TACC3 PPI,Statin myotox sup,esBAF inh,miR122 inh,Cneo AK release,SIRT5 inh,ERp5 inh
Cc1ccc(OCCC(=O)NNC(=O)c2nn(C)c(=O)c3ccccc23)cc1,-0.8,-4.0,-3.2,0.3,2.3,0.2,2.0
CCn1c(SCC(=O)Nc2ccccc2F)nnc1-c1cnccn1,6.8,-4.0,-3.5,6.1,0.5,-2.6,3.5
CC(=O)N1N=C(c2ccco2)CC1c1ccc(C)cc1 (configuration not stated),-1.2,.,.,-4.1,0.9,.,.
CCN1CC2=C(OC(N)=C(C#N)C2c2ccccc2)/C(=C\c2ccccc2)C1 (configuration not stated),4.5,.,8.8,-5.3,-1.8,.,.
COc1ccc(C)cc1NC(=O)c1cc2c(s1)CCC2,-6.5,.,.,3.8,-14.5,.,.
COc1ccc(C(O)c2ncc(-c3ccccc3Cl)[nH]2)cc1 (configuration not stated),.,1.2,-3.9,64.2,-0.9,.,-3.6
Cc1ccccc1-c1nc(CN2CCC(C(=O)NC3CC3)CC2)c(C)o1,-1.1,.,.,.,.,-2.5,6.5
O=[N+]([O-])C1=C(Nc2cccc3ccccc23)CS(=O)(=O)C1,6.5,.,-0.9,-2.2,-1.3,.,.
O=C(Nc1ccc2nc(SCc3ccc(Cl)cc3)sc2c1)c1ccccc1C(=O)N1CCOCC1,-2.0,12.0,-0.2,-2.0,3.1,.,.
Cc1nn2c(NCc3ccccn3)cc(C(C)(C)C)nc2c1-c1ccccc1,-0.1,-10.3,-4.7,-7.0,10.1,8.4,1.2

# In a second layout: entries from further up.
CC(=O)N1N=C(c2ccco2)CC1c1ccc(C)cc1 (configuration not stated)
  ARNT TACC3 PPI: -1.2	Statin myotox sup: .	esBAF inh: .	miR122 inh: -4.1	Cneo AK release: 0.9	SIRT5 inh: .	ERp5 inh: .
COc1ccc(C(O)c2ncc(-c3ccccc3Cl)[nH]2)cc1 (configuration not stated)
  ARNT TACC3 PPI: .	Statin myotox sup: 1.2	esBAF inh: -3.9	miR122 inh: 64.2	Cneo AK release: -0.9	SIRT5 inh: .	ERp5 inh: -3.6
CCn1c(SCC(=O)Nc2ccccc2F)nnc1-c1cnccn1
  ARNT TACC3 PPI: 6.8	Statin myotox sup: -4.0	esBAF inh: -3.5	miR122 inh: 6.1	Cneo AK release: 0.5	SIRT5 inh: -2.6	ERp5 inh: 3.5
Cc1ccccc1-c1nc(CN2CCC(C(=O)NC3CC3)CC2)c(C)o1
  ARNT TACC3 PPI: -1.1	Statin myotox sup: .	esBAF inh: .	miR122 inh: .	Cneo AK release: .	SIRT5 inh: -2.5	ERp5 inh: 6.5

# Screening results from PubChem BioAssay.
